# Wnt act: activators of Wnt/beta-catenin signaling. 1.2% of 300,000 active. activation, % at 9.35 µM. Wnt/beta-catenin reporter cell assay, activator, plate reader. AID 743398; in the data active means activation above about 30%, passing the limit was not always enough;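 further: 0% = neutral control wells and 100% = positive control wells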
# Pemphigus Ab inh: inhibitors of pemphigus antibody binding to human desmoglein-3. P32926. binding (percent of control), % at 10 µM. 0.48% of 310,000 active. DSG3-coupled beads, scFv-anti-DSG3-GFP binding, flow cytometry; active compounds read low;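 active means binding more than 3 SD below its plate's average and above zero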;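 further: hits lower antibody fragment binding to DSG3; some compounds called inactive have numbers as strong as hits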
# Keap1 Nrf2 FP: Keap1-Nrf2 (human) interaction inhibition | Q14145 | Keap1 Kelch-Nrf2 peptide fluorescence polarization, 1536-well | inhibition, % at 9.4 µM | 0.15% of 340,000 active; in the data active means inhibition above about 12%;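 further: human Keap1 Kelch domain with fluorescein labeled Nrf2 9mer peptide probe; 0% = neutral control wells and 100% = peptide positive control; higher means more block of Keap1 binding to Nrf2 peptide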
# MOR-DOR ag: OPRM1-OPRD1 heterodimerization agonism; AID 504326; activation, % at 9.3 µM; 0.3% of 340,000 active; cells, luminescence; in the data active means activation above about 18%;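 further: 0% = vehicle-treated cells and 100% = reference agonist; values of inactives mirror those of a sister screen read the other way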
# Target sequence (P35372 whole entry, looked up): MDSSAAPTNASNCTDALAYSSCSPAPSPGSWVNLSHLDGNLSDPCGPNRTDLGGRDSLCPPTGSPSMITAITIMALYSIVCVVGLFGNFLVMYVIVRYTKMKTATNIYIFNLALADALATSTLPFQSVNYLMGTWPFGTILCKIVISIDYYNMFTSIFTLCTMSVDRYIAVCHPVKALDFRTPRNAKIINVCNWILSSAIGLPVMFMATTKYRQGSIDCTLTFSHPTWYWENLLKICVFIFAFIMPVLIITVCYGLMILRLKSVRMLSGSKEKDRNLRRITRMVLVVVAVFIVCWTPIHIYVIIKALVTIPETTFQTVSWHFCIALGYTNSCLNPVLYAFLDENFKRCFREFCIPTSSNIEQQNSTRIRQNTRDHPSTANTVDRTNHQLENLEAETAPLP
# Target sequence (P41143 whole entry, looked up): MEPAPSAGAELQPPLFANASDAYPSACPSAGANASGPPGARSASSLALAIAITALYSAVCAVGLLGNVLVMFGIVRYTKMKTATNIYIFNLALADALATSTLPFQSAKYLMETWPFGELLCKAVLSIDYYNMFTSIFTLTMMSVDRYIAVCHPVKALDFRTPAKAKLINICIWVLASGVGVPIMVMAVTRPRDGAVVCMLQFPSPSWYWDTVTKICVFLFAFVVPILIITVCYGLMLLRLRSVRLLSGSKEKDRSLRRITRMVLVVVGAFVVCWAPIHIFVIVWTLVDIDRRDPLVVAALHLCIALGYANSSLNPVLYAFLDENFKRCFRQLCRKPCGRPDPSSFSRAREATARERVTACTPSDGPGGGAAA
# cardiac RTF act: increases calcium sensitivity of human cardiac regulated thin filaments | P19429+P45379 | IANBD-labeled TnC RTF fluorescence at EC20 calcium; 0% EC20 calcium, 100% full calcium | activation, % at 7.2 µM | 0.24% of 340,000 active | AID 493008;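 active means activation above the mean over all tested compounds plus 3 SD, cut at about 30% in these data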;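 further: rise in fluorescence read as greater calcium sensitivity of cardiac thin filaments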
# LANA DNA inh: inhibitors of KSHV LANA C-terminal domain DNA binding. MBP-C-LANA/FAM-LBS DNA binding, fluorescence polarization. 0.078% of 340,000 active. inhibition, % at 9 µM. AID 504423;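 active means highest replicate inhibition at or above 60% at 9 µM, even if other replicates fall short; inactive means all replicates below 60% inhibition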;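 further: 0% = neutral control wells and 100% = 4 µM acridine orange control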
# MOR-DOR inv ag: mu-delta opioid heterodimer inverse agonism | P35372+P41143 | cell-based MOR-DOR heterodimer luminescence | inhibition, % at 9.3 µM | 0.21% of 340,000 active | AID 504357; in the data active means inhibition above about 22%, passing the limit was not always enough;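 further: 0% = cells with DMSO and 100% = wells without cells with DMSO; values of inactives mirror those of a sister screen read the other way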
# RTF Ca sens inh: cardiac RTF calcium desensitization. P19429+P45379. IANBD-labeled cardiac RTF, Ca2+ fluorescence. inhibition, % at 7.15 µM. 0.12% of 340,000 active. AID 493244;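 active means inhibition above the mean inhibition of all tested compounds plus 3 SD, cut at about 17% in these data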;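 further: assay run at fixed EC70 calcium of 1.6 mM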
# V-ATPase pH: regulators of yeast V-ATPase proton transport. S. cerevisiae, pHLuorin cytosolic pH fluorescence. response, % at 10 µM. 0.37% of 350,000 active. AID 504577; in the data active means response mostly above about 7.3%, no sharp cut-off; inactive means mostly below about 5.4%; further: actives read high; inactives centre near 0; some compounds called inactive have numbers as strong as hits; reference of the scale not given here
# Arrestin-AP2 inh: blocks beta-arrestin peptide binding to AP2 adaptin. FITC-arrestin peptide / GST-AP2 beads, flow cytometry; AP2 beta2 appendage carries R879A mutation. inhibition, % at 10 µM. 0.31% of 340,000 active;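 active means inhibition above a set limit, near 3 SD of compounds lacking own fluorescence, cut at about 54% in these data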;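 further: plate controls were DMSO wells for no effect and 5 µM unlabelled arrestin peptide for full effect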
#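 Assay system: GST-AP2 R879A bound to glutathione beads, E. coli-expressed; Medium: PBS with 0.05% Tween 20 and 0.1% BSA; Also added: fluorescein-tagged arrestin peptide at 50 nM final; Timing: 12 min plus 1 h, RT; Measured by: flow cytometry, FL1 (488/535 nm); Evaluation: percent drop in bead-associated FITC signal.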
# Starred values were filed as active, the others as inactive; . = no result given; & = joins results of further samples. Compounds as they come; about 3.1% have a hit in one of these screens.
SMILES,Wnt act,Pemphigus Ab inh,Keap1 Nrf2 FP,MOR-DOR ag,cardiac RTF act,LANA DNA inh,MOR-DOR inv ag,RTF Ca sens inh,V-ATPase pH,Arrestin-AP2 inh
COC(=O)N1C(=O)[C@](CC(C)C)(c2ccccc2)N1C(=O)OC,-4,99,-68,-0.1,2,0.6,1,-20,2,-10
Cc1ccc(C(C)C)c(OCCCN2C(=O)NC(C)(C)C2=O)c1,-10,115,-2,-1.3,-1,0.0,7,-3,-4,5
CCCNC(=O)c1ccc2c(c1)nc(C)n2-c1cccc(Cl)c1,0,101,-3,-1.8,-5,-0.7,9,1,1,5
Cc1ccc(-c2n[nH]c(Cc3ccccc3)n2)cc1,0,104,-1,-2.5,-2,-0.8,13,-3,-2,26
Cc1c(C(=O)O)oc2c1C(O)CC(C)(C)C2 (centres undefined),-3,99&83,2&2,-3.8&-0.3,1&-3,-0.9&-1.8,17&2,-3&-3,1&-2,31&16
Cc1ccc(C2=NC(C)(C)NC2=O)cc1,-2,100,5,1.0,-1,0.1,-5,-6,-1,39
COc1ccc(Cc2nc3ccc(S(=O)(=O)N4CCOCC4)cc3[nH]2)cc1OC,.,108,2,1.9,-3,0.8,-10,-7,-2,7
O=C(CCc1ccccc1)N1CCN(c2ccccn2)CC1,-1,93,-3,0.5,6,0.9,-3,-24,2,1
CCOC(=O)C1CCCN(C(=O)c2ccc3c(c2)N(Cc2ccccc2)C(=O)c2ccccc2S3=O)C1 (centres undefined),-4,110,-6,-3.1,1,0.8,14,-15,2,3
CCOC(=O)N1CCN(S(=O)(=O)CCNC(=O)c2cccc(OC)c2)CC1,-2,101,-2,-2.2,1,0.3,12,0,-3,-5
O=C1Nc2c(ccc(Cl)c2Cl)C(=O)C1(F)c1ccccc1 (centres undefined),0,.,-4,-1.9,9,-0.8,9,-2,2,6
O=C(COc1ccccc1)Nc1ccc(OC(F)(F)C(F)F)c(NC(=O)COc2ccccc2)c1,.,101,-3,7.3,1,-3.1,-38,10,6,6
C=CCc1cccc(/C=N/NC(=O)c2ccccc2OC)c1O,12,93,4,0.8,-2,0.5,-4,-8,2,27
Cc1ccc(C)c2sc(NC(=O)C3CC3)nc12,-5,100,-4,-0.6,1,0.0,3,-5,-2,-7
COc1ccc(N2CCN(C3CC(=O)N(Cc4ccccc4)C3=O)CC2)cc1 (centres undefined),0,100,-1,-1.1,-7,0.8,6,-6,2,11
CN(C)S(=O)(=O)c1ccc(N2CCCC2)c(C(=O)NCC2CCCO2)c1 (centres undefined),-5,95,-2,-2.8,1,0.2,15,-4,-4,-6
Cc1[nH]c2ccccc2c1C(=O)CSc1ccc(Cl)cc1,-5,100,-2,4.3,0,-0.5,-20,2,3,1
Cc1ccc(CNC(=O)C2CNc3cc(C)ccc3O2)cc1 (centres undefined),-2,102,-2,0.0,-8,-1.2,0,0,-2,-4
CCOC(=O)c1cnc(SCC(=O)NCc2cccs2)nc1N,6,85,-7,-0.8,11,0.3,5,-2,1,8
Cc1c(C(=O)Nc2ccc3c(c2)CCC3)cccc1[N+](=O)[O-],15,100,4,-1.0,2,-1.1,5,1,-1,-3
Cc1ccc(N(CCC#N)C(=O)CN2C(=O)NC(Cc3ccccc3)C2=O)cc1 (centres undefined),-1,97,-2,-0.4,1,0.0,2,-4,0,-1
Nc1cc(SCc2ccc(Cl)cc2Cl)ncn1,-1,105,-4,-1.2,1,2.2,6,-4,4,9
CC(C)N(Cc1ccccc1)C(=O)CN1C(=O)c2ccccc2C1=O,2,94,2,-0.7,7,-0.1,3,-11,-6,3
CCOC(=O)c1c(C)[nH]c(C)c1C(=O)COC(=O)/C=C/c1ccco1,5,106,-2,0.9,-3,2.9,-4,-8,-1,30
CC1CCCN(C(=O)CSc2nc3ncccc3[nH]2)C1 (centres undefined),1,120,0,1.2,-4,-3.0,-5,12,2,-4
COc1cc(/C=N/NC(=O)NC2CCCCC2)ccc1O,5,102,0,-2.2,-5,-1.0,12,7,2,-4
COc1cccc(OCC(=O)O)c1,-2,107,2,-1.7,-1,-0.7,9,-2,1,-30
Cc1ccc(S(=O)(=O)N2CCOCC2)cc1C(=O)N1CCN(c2ccc(C(F)(F)F)cn2)CC1,-1,.,1,-2.3,4,0.2,11,2,0,-8
CN1CC(=O)N2C(c3cccc([N+](=O)[O-])c3)c3[nH]c4ccccc4c3C[C@H]2C1=O (some centres undefined),8,96,-4,-2.9,0,-3.2,13,-12,0,-15
CC1CCCC(NC(=O)CCn2c(=S)oc3ccccc32)C1C (centres undefined),7,101,-4,-2.1,4,0.9,10,-9,1,-1

# Exported with two lines to a compound: part of the list above.
# Values in the order – Wnt act | Pemphigus Ab inh | Keap1 Nrf2 FP | MOR-DOR ag | cardiac RTF act | LANA DNA inh | MOR-DOR inv ag | RTF Ca sens inh | V-ATPase pH | Arrestin-AP2 inh
CCOC(=O)c1cnc(SCC(=O)NCc2cccs2)nc1N
  6 | 85 | -7 | -0.8 | 11 | 0.3 | 5 | -2 | 1 | 8
Cc1c(C(=O)Nc2ccc3c(c2)CCC3)cccc1[N+](=O)[O-]
  15 | 100 | 4 | -1.0 | 2 | -1.1 | 5 | 1 | -1 | -3
Cc1ccc(N(CCC#N)C(=O)CN2C(=O)NC(Cc3ccccc3)C2=O)cc1 (centres undefined)
  -1 | 97 | -2 | -0.4 | 1 | 0.0 | 2 | -4 | 0 | -1

# (cont.)
SMILES,Wnt act,Pemphigus Ab inh,Keap1 Nrf2 FP,MOR-DOR ag,cardiac RTF act,LANA DNA inh,MOR-DOR inv ag,RTF Ca sens inh,V-ATPase pH,Arrestin-AP2 inh
CCN(CC)S(=O)(=O)c1ccc(-c2nnco2)cc1,0,100,-4,-1.4,9,-1.2,8,0,0,-3
CCOC(=O)c1c(C)[nH]c(C(=O)CSc2nccc(C)n2)c1C,.,98,-5,-1.1,-6,-1.4,8,-4,0,3
O=C(Nc1cccc([N+](=O)[O-])c1)c1ccc2c(c1)C(=O)N(c1ccccn1)C2=O,-1,97,4,-0.3,-5,-0.7,1,-8,-3,22
COC(=O)c1c(NC(=O)CN2C(=O)C(=O)N(C(C)C)C2=O)sc(C)c1C,-4,99,-5,-1.6,0,-0.8,6,2,-7,20
CC(=O)Nc1ccc(S(=O)(=O)N(Cc2ccco2)CC2CCCO2)cc1 (centres undefined),.,98,2,-2.5,-4,4.9,12,-8,0,27
Cc1ccc(N(CC(=O)NCCc2ccccc2)C(=O)CCC(=O)Nc2cc(C)ccn2)cc1,-2,100,-7,-1.8,0,1.3,11,-3,1,10
O=C(c1ccc(Br)o1)N1CCN=C1SCc1cccc(F)c1,-3,106,0,0.6,7,-1.3,-3,-9,1,2
O=C(CCc1ccccc1)Nc1ccnn1C1CCN(C/C=C/c2ccccc2)CC1,0,101,-3,3.7,0,-1.2,-20,-8,0,8
CCOc1ccc(NC(=O)NCCN2CCN(c3cccc(C)c3C)CC2)cc1,18,103,-6,3.3,0,0.9,-16,-6,1,-8
O=C(CSc1nc2ccccc2c(=O)n1CC1CCCO1)Nc1ccccc1 (centres undefined),-2,.,1,0.1,-2,1.4,-1,-7,-6,35
O=C(Cn1cc(C(F)(F)F)ccc1=O)N/N=C/c1ccccc1O,-3,89,-1,-1.4,1,0.5,7,-15,-3,14
Cc1ccc(NC(=O)COC(=O)c2ccc(OC(F)F)cc2)cc1S(=O)(=O)N1CCCCC1,0,.,-3,-4.0,-6,-1.8,15,-8,-2,17
CCN(CC(=O)Nc1cccc(S(N)(=O)=O)c1)Cc1nc2ccccc2c(=O)[nH]1,-1,96,-1,-1.1,6,-1.9,5,4,3,0
O=C(Oc1ccc(C(=S)N2CCOCC2)cc1)c1ccc(Br)cc1,-7,94,1,3.0,3,-0.9,-13,-16,1,-14
NC(=O)c1nsc(C(=O)N(Cc2ccc(F)cc2)C(C(=O)NCC2CCCO2)c2ccc(F)cc2)c1N (centres undefined),-1,.,-2,0.8,-6,-2.3,-5,-16,-1,4
Cc1nnc(CN(C)C(=O)c2cc(COc3ccc(F)cc3Cl)on2)o1,18,101,1,-3.0,0,-1.1,16,2,2,-7
CC(C)c1ccc(NC(=O)CN2C(=O)NC(Cc3c[nH]c4ccccc34)C2=O)cc1 (centres undefined),1,103,-7,-1.9,-2,-3.4,7,2,-3,-13
COc1cc(OC)cc(-c2c(-c3cccs3)c3cc(-c4ccn[nH]4)ccc3n2C)c1,-1,102,2,8.9,-1,0.4,-52,1,-2,9
COc1ccccc1-n1nnnc1SCC(=O)Nc1oc(C)c2c(C)n[nH]c(=O)c12,-2,101,.,-3.2,4,.,17,-4,-2,16
COc1nc(C)c2cc(C)oc2n1,-6,83,-2,-4.1,-5,0.0,21,-4,2,-1
COc1cc(CN2CCC(C)CC2)ccc1OCc1ccccc1,0,119,-9,-0.8,0,0.1,4,4,4,0
CCc1ccccc1NC(=O)Cn1nnc(-c2cccnc2)n1,0,106,-6,-2.1,3,-0.6,10,-5,0,7
CCNC(=S)N(CCCN(CC)CC)Cc1cc2cc3c(cc2[nH]c1=O)OCO3,0,109,3,-2.2,4,1.8,11,-2,3,37
O=C(NCCN1CCOCC1)c1cc2ccccc2o1,2,94,1,-0.8,1,-0.8,4,-4,1,-1
O=C(COC(=O)c1cc2ccccc2oc1=O)Nc1cccc(Br)c1,2,100,-4,1.1,-6,0.2,-7,3,-1,-11
CCc1ccc(C(=O)NC(CC(C)C)C(=O)O)cc1 (centres undefined),.,102,3,-2.1,-2,0.5,11,-7,-1,4
COc1ccc(C(=O)Nc2cc(=O)n(C)c(=O)n2C)cc1OC,-2,97,-5,-2.5,1,0.2,15,-3,-4,9
COc1ccccc1C(=O)NC(=O)COC(=O)c1cccc(C)c1O,1,101,3,-0.1,3,-0.4,1,3,-4,-2
CCOC(=O)COc1ccc2c(C)cc(=O)oc2c1C(=O)c1ccccc1,-2,107,-9,-1.0,2,0.9,5,-14,2,-5
CC(=O)C(N=Nc1ccccc1)(Sc1nnc(-c2ccccc2)n1-c1ccccc1)C(C)=O,.,99,1,0.8,-2,-0.6,-4,-4,1,-8
C=C(C)CN(CC)C(=O)CSc1nc(O)cc(=O)n1C1CCCC1,0,109,-7,-1.9,2,0.0,9,-11,2,-5
CCn1c(SCC(=O)C(C)(C)C)nnc1-c1ccccn1,.,98,1,-0.2,-2,-2.1,1,-7,-2,-10
O=C(O)c1c(Cl)nc2ccccn12,-1,99,-1,-1.8,-1,0.1,9,5,1,-13
CCC(c1nnnn1C1CCCC1)N1CCN(c2ccccc2)CC1 (centres undefined),0,.,-1,-1.9,-6,0.1,8,-8,1,-4
Cc1cc(N2CCOCC2)nc(N2CCOCC2)n1,1,100,0,-1.6,-2,1.5,8,2,-4,-6
CC(=O)c1ccc(-n2c(=O)[nH]c(=O)c3c(N)c(C(=O)c4ccc(Cl)cc4)sc32)cc1,0,88,-3,0.2,3,-0.7,-1,-3,0,-2
O=C(O)CCCNC(=O)Cc1ccccc1,-2,87,1,0.8,5,-0.2,-4,-15,13,35
Cc1cc(C)nc(NC(=O)c2cc(-c3ccc(C)s3)nc3ccccc23)c1,-3,115,-2,0.2,-5,-2.8,-1,5,-7,25
COc1ccc(NS(=O)(=O)c2ccc3c(c2)CCC(=O)N3)cc1O,-2,93,1,-2.6,-1,0.9,14,-2,8,8
